# Assay outcomes as filed in PubChem BioAssay.
# ATG4B inh: ATG4B (human) cysteine protease inhibition; Q9Y4P1; ATG4B cleavage of LC3-PLA2, NBD-HPC fluorescence, 1 h; inhibition, % at 8.33 µM; hit rate 0.51% among 340,000; AID 504462; in the data active = inhibition above about 40%
# Target sequence (Q9Y4P1 whole entry, looked up): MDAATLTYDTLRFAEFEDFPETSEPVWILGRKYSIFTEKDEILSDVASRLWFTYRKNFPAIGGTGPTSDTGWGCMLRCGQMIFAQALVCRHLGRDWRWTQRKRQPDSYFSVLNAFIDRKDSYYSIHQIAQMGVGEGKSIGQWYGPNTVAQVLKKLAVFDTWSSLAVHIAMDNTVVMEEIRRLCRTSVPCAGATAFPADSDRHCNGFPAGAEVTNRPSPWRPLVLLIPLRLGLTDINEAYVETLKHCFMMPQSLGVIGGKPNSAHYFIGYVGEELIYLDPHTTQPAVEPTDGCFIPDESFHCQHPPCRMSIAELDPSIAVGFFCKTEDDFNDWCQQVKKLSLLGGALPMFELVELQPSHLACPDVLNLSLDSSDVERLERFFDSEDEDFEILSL
# SENP7 block: SENP7 protease inhibition. Q9BQF6. hit rate 1.5% among 330,000. inhibition, % at 5 µM. recombinant SENP7, Z-RLRGG-aminoluciferin luminescence, 40 min;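 active = inhibition above about 50% at the single test dose, limit read from the data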;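 also: plate controls were DMSO with enzyme for no effect and no enzyme buffer wells for full effect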
# HKDC1 inhibitor: blocks human hexokinase HKDC1 activity. Q2TB90. recombinant HKDC1, G6PDH/diaphorase resazurin coupled fluorescence. inhibition, % at 20 µM. hit rate 0.16% among 340,000. AID 493160;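 active = inhibition above about 35% when tested at 20 µM, limit read from the data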;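 also: plate controls were DMSO wells with enzyme for no effect and DMSO wells lacking enzyme for full effect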
#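 Assay system – recombinant HKDC1 (HK5) hexokinase enzyme, produced in-house · Input – HKDC1 at 5 µg/mL · Reagent – glucose plus 1 mM ATP as hexokinase substrates · Timing – 90 min reaction incubation at room temperature, dark · Measured by – G6PDH/diaphorase-coupled fluorescence, 1 mM NADP, 100 µM resazurin, 525/613 nm · Benchmarks – DMSO-enzyme wells negative, buffer-substituted wells positive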
# SENP8 block: blocks human SENP8 cleavage of Nedd8 substrate; recombinant SENP8, Nedd8 substrate fluorescence; inhibition, % at 20 µM; hit rate 0.64% among 360,000; in the data active = inhibition mostly above about 40%, no sharp cut-off; inactive = mostly below about 27%
# Target sequence (Q96LD8 whole entry, looked up): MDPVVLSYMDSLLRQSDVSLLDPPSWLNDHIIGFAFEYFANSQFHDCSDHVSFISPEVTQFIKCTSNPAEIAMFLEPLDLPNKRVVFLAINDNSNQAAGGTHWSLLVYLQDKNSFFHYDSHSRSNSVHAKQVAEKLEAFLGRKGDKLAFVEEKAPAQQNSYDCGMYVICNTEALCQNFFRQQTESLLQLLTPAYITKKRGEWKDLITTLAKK
# SENP6 inh: inhibitors of human SENP6 protease; Recombinant SENP6 catalytic domain, aminoluciferin luminescence; hit rate 1.8% among 330,000; Q9GZR1; inhibition, % at 10 µM; AID 2599;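 active = inhibition above about 50% at the single tested dose, limit read from the data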;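 also: plate controls were DMSO wells with enzyme for no effect and DMSO wells lacking enzyme for full effect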
# Target sequence (Q9GZR1 628-1112 limits assumed): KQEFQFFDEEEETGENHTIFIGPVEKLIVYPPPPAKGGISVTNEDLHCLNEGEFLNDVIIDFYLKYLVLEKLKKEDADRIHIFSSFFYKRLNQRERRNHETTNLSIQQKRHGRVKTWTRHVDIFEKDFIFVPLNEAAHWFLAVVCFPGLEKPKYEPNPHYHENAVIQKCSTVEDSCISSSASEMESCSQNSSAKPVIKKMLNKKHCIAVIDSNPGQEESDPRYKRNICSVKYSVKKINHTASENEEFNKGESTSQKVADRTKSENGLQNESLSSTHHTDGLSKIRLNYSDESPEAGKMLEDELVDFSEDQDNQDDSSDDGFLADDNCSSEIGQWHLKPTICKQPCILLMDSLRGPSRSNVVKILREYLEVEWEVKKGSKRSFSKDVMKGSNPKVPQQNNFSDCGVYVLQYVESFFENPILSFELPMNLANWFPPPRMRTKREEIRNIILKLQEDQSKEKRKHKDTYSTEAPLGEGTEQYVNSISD
# NR3A LBD binder: modulators (binders) of human NR3A ligand-binding domain | Tm shift relative to glycine control, % at 25 µM | NR3A LBD differential scanning fluorimetry, Tm shift; 0% = protein alone, 100% = glycine-bound protein | hit rate 2.5% among 340,000 | AID 1259313;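 active = melting temperature shift of at least 10% of the positive control shift, at one fixed dose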
# PfGluPho inh: PfG6PD (Plasmodium falciparum) enzyme inhibition; PfGluPho enzyme, NADPH resazurin-diaphorase fluorescence; inhibition, % at 20 µM; hit rate 0.78% among 350,000; AID 504690;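 active = inhibition reaching at least a set limit at 20 µM in the primary screen, cut at about 59% in these data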;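 also: 0% = DMSO wells with substrate and 100% = DMSO wells lacking glucose-6-phosphate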
# MPTP block: blocks calcium-induced mitochondrial swelling | AID 602449 | hit rate 1.4% among 360,000 | isolated mouse mitochondria, Ca2+ swelling absorbance, 30 min | inhibition, % at 10 µM;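 active = inhibition of 50% or more, scaled per plate between neutral and stimulator controls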;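 also: 0% = DMSO wells given calcium and 100% = 1 mM EGTA wells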
# Active calls of the source: *; · = no result given.
# Preview (3 entries):
no.	smiles	ATG4B inh	SENP7 block	HKDC1 inhibitor	SENP8 block	SENP6 inh	NR3A LBD binder	PfGluPho inh	MPTP block
1	CCN(C(=O)CSc1nnc(-c2cccc(Cl)c2)n1N)c1c(N)n(Cc2ccccc2)c(=O)[nH]c1=O	-18	·	1	0	·	-1	1	-1.5
2	O=c1c2sccc2n(Cc2cccc(F)c2)c(=O)n1-c1ccc(F)cc1	1	6	-5	0	-7	-4	-6	-0.9
3	CCOC(=O)c1ccc(NC(=O)NCc2ccccc2OC)cc1	-3	-2	-5	7	-27	-8	24	-0.4

# The whole of this part, from the start:
no.	smiles	ATG4B inh	SENP7 block	HKDC1 inhibitor	SENP8 block	SENP6 inh	NR3A LBD binder	PfGluPho inh	MPTP block
1	CCN(C(=O)CSc1nnc(-c2cccc(Cl)c2)n1N)c1c(N)n(Cc2ccccc2)c(=O)[nH]c1=O	-18	·	1	0	·	-1	1	-1.5
2	O=c1c2sccc2n(Cc2cccc(F)c2)c(=O)n1-c1ccc(F)cc1	1	6	-5	0	-7	-4	-6	-0.9
3	CCOC(=O)c1ccc(NC(=O)NCc2ccccc2OC)cc1	-3	-2	-5	7	-27	-8	24	-0.4
4	CC(O)C(NS(=O)(=O)c1ccc(Cl)cc1)C(=O)OCC(=O)c1ccc2c(c1)NC(=O)CO2 (configuration not stated)	-10	·	0	7	·	1	-13	1.4
5	CCN1/C(=C/c2ccc3cccc(C)c3[n+]2CC)Sc2ccccc21	5	-11	-28	21	-16	-1	-30	101*
6	O=C(NC1CCCCC1)N1CCN(CCc2ccccc2)CC1	0	-7	2	11	-4	0	-10	-0.9
7	Cc1occc1C(=O)N/N=C/c1ccc[nH]1	3	9	2	-10	29	1	6	-0.4
8	Cc1ccc(C)c(NC(=O)CN(C)C(=O)c2cc(S(=O)(=O)N3CCOCC3)ccc2N2CCCC2)c1	2	-1	7	2	-2	-1	-8	-0.5
9	Cc1ccc(SCC(=O)Nc2ccc(C(=O)Nc3ccc(O)cc3)cc2)cc1	-6	-2	-9	11	-12	19*	18	-2.7
10	C/C(=N\Nc1ccc(C#N)cc1[N+](=O)[O-])c1ccc(C)o1	3	-6	-7	17	4	0	0	4.1
11	COc1ccccc1NC(=O)c1cc(C(=O)Nc2ccccc2OC)cc(N2C(=O)CCC2=O)c1	-5	1	-12	-21	-5	-2	-8	-2.0
12	COC(=O)[C@H](C)NC(=O)N1CCC(Cc2ccccc2)CC1	-6	-9	-3	4	1	1	4	0.5
13	Cc1nc(C)n(C(C)CNC(=O)c2ccco2)n1 (configuration not stated)	-6	-10	-2	14	0	0	-11	0.3
14	O=C(Nc1ccc(N2CCOCC2)cc1)C1(S(=O)(=O)c2ccccc2)CC1	-1	1	-10	11	-2	0	2	0.1
15	CCC/C=N/Nc1nnc(Cc2ccccc2)c(=O)[nH]1	-2	1	-2	3	-11	0	-21	0.5
16	CCn1cnc2cc(NCc3nc4ccccc4n3C)ccc21	0	3	-5	-20	72*	-3	18	0.6
17	CCOC(=O)C1CCCN(c2ncnc3c2cnn3-c2cccc(C)c2)C1 (configuration not stated)	-9	2	-1	6	-13	0	7	-1.6
18	CCn1cc([N+](=O)[O-])c(C(=O)Nc2c(C)nn(Cc3c(F)c(F)c(F)c(F)c3F)c2C)n1	15	-2	0	8	3	-3	-2	-1.0
19	O=C(CN1C(=O)NC(c2ccccc2)(c2ccccc2)C1=O)NCc1cccs1	-4	-11	-4	2	-12	1	9	-2.8
20	O=C(N1CCOCC1)N1CCc2ccccc21	2	0	-6	6	7	2	10	-0.7
21	CC(C)c1cccc(-c2ccc3c(c2)S(=O)(=O)c2cccc(C(=O)O)c2C3=O)c1	-12	5	2	21	-2	24*	-4	-0.4
22	C/C(=N\NC(=O)c1ccccc1[N+](=O)[O-])c1ccc(Br)s1	0	7	-6	18	-1	-1	16	0.6
23	CC(=O)OCC1=C(C(=O)OC(C)(C)C)N2C(=O)[C@@H](NC(=O)Cc3ccccc3)[C@H]2SC1	-11	·	1	-19	·	-11	51	-0.1
24	COc1cc2cc(C(=O)N3CCN(Cc4ccc5c(c4)OCO5)CC3)[nH]c2cc1OC	0	-4	8	-294	-1	0	-12	1.4
25	CCc1ccc(C(=O)NNC(=O)c2ccc(=O)n(C)n2)cc1	-4	8	-6	8	19	2	-6	-1.4
26	O=C(Nc1ccccc1C(=O)Nc1ccccc1C(=O)O)c1ccccc1	24	3	-3	-9	-1	-2	-16	3.3
27	O=C(CSc1nnc(COc2ccccc2)n1Cc1ccco1)NCc1ccco1	4	-7	6	0	-19	-7	9	-0.7
28	CN1CCN(c2ccc(NC(=O)c3ccc(Br)o3)cc2)CC1	10	47	-4	5	57*	-1	-1	-1.5
29	O=C1CC(c2cccc(Cl)c2)CC(O)=C1C=NC1CCCC1 (configuration not stated)	-3	-3	-6	11	-15	-7	-1	0.2
30	O=C(Oc1ccc(/C=N/O)cc1)c1ccccc1	-3	80*	-2	3	78*	4	0	0.1
31	CC[C@H](C)[C@H](NC(=O)c1ccccc1)C(=O)Nc1ccc(S(=O)(=O)Nc2cc(C)nc(C)n2)cc1	-1	-3	-5	30	-30	-1	-3	-0.2
32	CCc1nnc(NC(=O)CSc2nnc(C(C)NC(=O)c3ccccc3F)n2C)s1 (configuration not stated)	6	2	0	3	-10	-1	-12	-1.8
33	Cn1c(=O)[nH]c(=O)c2c1ncn2CCN1CCOCC1	-3	8	-4	18	3	-7	-1	0.2
34	COc1ccccc1CNC(=O)c1sccc1-c1ccccc1	15	-5	0	-7	10	-2	-6	-0.5
35	O=C(Nc1ccc(Br)cc1)C1Cc2ccccc2O/C1=N\O (configuration not stated)	-5	7	-7	14	8	3	0	0.2
36	CCn1ncc(Br)c1C(=O)Nc1ncc(C)s1	4	-9	1	-28	-10	-2	-17	0.6
37	CCC(C)Sc1nnc(NS(=O)(=O)Cc2ccccc2)s1 (configuration not stated)	1	7	-5	20	16	1	-14	0.9
38	O=[N+]([O-])c1cccnc1Sc1n[nH]c(-c2ccc(Cl)cc2)n1	-1	2	1	5	-5	0	-2	2.2
39	CC(C)[C@H](NC(=O)c1ccco1)C(=O)OCC(=O)Nc1ccc(Cl)c(S(=O)(=O)N(C)C)c1	-7	-5	2	16	-21	1	4	6.4
40	Cc1cccc([C@@H]2[C@@H]3C(=O)N(Cc4ccccc4)C(=O)[C@@H]3[C@]3(C)C(=O)N(c4cccc(F)c4)C(=O)N23)c1	-16	4	4	19	6	1	11	0.0
41	COc1ccccc1NC(=O)Cc1ccc(-c2ccccc2)cc1	8	-2	-2	3	42	-9	18	0.9
42	CN(Cc1ccccc1F)C(=O)CNC(=O)Cc1cccc2ccccc12	-4	0	3	4	13	2	3	0.4
43	O=C(NCc1ccccc1)C(c1ccc(F)cc1)N(C(=O)c1csnn1)c1ccccc1 (configuration not stated)	-2	-9	-6	17	7	1	-3	1.0
44	CCCn1ncc(/C=N/O)c1C	0	-3	0	0	-2	1	-5	0.8
45	COc1ccc(C(=O)N2CCN(C)C(=O)[C@@H]2C)cc1OC1CCN(C(C)=O)CC1	-4	0	3	8	-5	1	2	-0.3
46	O=C(Nc1ncc([N+](=O)[O-])s1)C1CCN(S(=O)(=O)c2cnc[nH]2)CC1	-8	-1	9	16	8	4	-9	-1.1
47	NC(=S)N/N=C/c1ccc(OC(=O)c2cccnc2)cc1	10	5	3	1	8	0	-5	0.4
48	CSc1nc(N)cc(=O)[nH]1	-2	-5	-7	9	-20	-2	3	0.7
49	CC(=O)Nc1ccc(S(=O)(=O)NCCC(=O)OC(C)C(=O)c2ccc(C)cc2)cc1 (configuration not stated)	-1	-9	35*	12	1	1	-8	1.6
50	COc1cccc(NC(=O)C2CCCN2C(=O)Nc2ccccc2F)c1 (configuration not stated)	-1	3	-15	16	-14	-1	-5	-0.3
51	O=C(Cn1cc2c(n1)CCCC2)NC1CCN(Cc2ccccc2)CC1	-5	4	-5	12	-1	-3	9	-0.4
52	O=C1C2CCCN2C(=O)N1CCCCN1CCN(c2ccccc2)CC1 (configuration not stated)	1	4	-5	2	-29	-8	-4	0.9
53	O=S1(=O)CCN2C(c3ccco3)=CSC2=N1	-12	-2	-6	18	9	2	8	-0.5
54	COc1ccc(-n2cnc3sccc3c2=O)cc1	-3	-4	-5	17	-18	-1	4	0.2
55	COC(=O)c1sc(N2C(=O)C(=O)/C(=C(/O)c3ccccc3)C2c2ccco2)nc1C (configuration not stated)	-4	-2	-7	-41	3	-1	-4	1.9
56	O=C1OC2(CCCCC2)OC(=O)C1=CNc1nc2ccccc2s1	4	-10	-6	2	-6	6	13	19
57	Cc1ccc(C(=O)CNc2ccc(Cl)cc2)cc1	1	0	-2	31	-20	1	-25	0.5
58	CS(=O)(=O)n1nc(-c2ccc(Cl)cc2)nc1N	-7	1	-7	6	7	2	6	-2.6
59	O=C(CN1C(=O)c2ccccc2C1=O)NCC1COc2ccccc2O1 (configuration not stated)	-14	2	-3	22	1	0	-10	-0.2
60	CC(=O)Nc1nnc(SCc2ccc(F)cc2)s1	-14	-2	-6	9	6	-2	-3	-2.2

# Going on with the list:
no.	smiles	ATG4B inh	SENP7 block	HKDC1 inhibitor	SENP8 block	SENP6 inh	NR3A LBD binder	PfGluPho inh	MPTP block
61	CCN(CC)Cc1c(C(=O)N/N=C/c2cccs2)nnn1-c1nonc1N	-3	-5	-8	10	6	7	-3	-0.4
62	CCc1cc(=O)oc2cc(OCc3ccc(C(=O)O)o3)ccc12	-6	-2	-7	-116	3	-10	-19	-0.9
63	O=C(N/N=C/c1ccc(-c2cccc([N+](=O)[O-])c2)o1)c1ccc([N+](=O)[O-])cc1	-13	8	-1	32	-4	3	-17	-0.2
64	CC#CC(=O)N1CCC(C(=O)Nc2ccc(Oc3ccccc3)nc2)CC1	-2	10	-4	8	-3	-1	11	0.4
65	N#Cc1ccc(OCC(=O)Nc2nc(-c3ccncc3)cs2)cc1	-3	-10	-1	1	-31	-3	-6	0.1
66	COc1cc2cc(CN(CCCN3CCOCC3)C(=O)Nc3ccccc3F)c(=O)[nH]c2cc1OC	1	0	-6	-417	-13	-1	-4	-0.7
67	CCOc1ccc(-c2nc(CSc3nnc(C)s3)cs2)cc1OC	9	14	-1	-163	-3	2	3	-0.1
68	O=C(CSc1nnnn1-c1ccccc1)Nc1ncc(Cc2ccccc2Cl)s1	-2	0	-2	7	5	1	-5	2.9
69	CCC1/C(=N\O)CC(c2ccco2)NC1c1ccco1 (configuration not stated)	-12	-6	4	27	-13	1	2	0.7
70	Cc1c(NC(=O)CN(c2ccccc2)S(=O)(=O)c2ccc(F)cc2)c(=O)n(-c2ccccc2)n1C	-3	13	-6	10	6	-1	-6	-0.3
71	O=C(CSc1ccc([N+](=O)[O-])cn1)Nc1ccc(N2CCOCC2)cc1	-3	-9	-1	38	-11	1	26	0.3
72	O=C(/C=C/c1ccc(Cl)cc1)N1CCN(c2ccccn2)CC1	-13	4	7	25	-18	-3	2	-1.9
73	O=C(NC1CCN(S(=O)(=O)c2ccccc2)CC1)c1ccccc1	-2	2	-6	4	-10	0	7	0.5
74	COc1cc(/C=C2\C(=N)N3N=C(S(C)(=O)=O)SC3=NC2=O)ccc1OC(=O)c1ccco1	5	7	8	-123	-8	1	-1	-0.3
75	O=C(O)c1ccccc1SCc1cn2cc(Br)ccc2n1	1	-2	0	0	3	-4	-4	0.9
76	NS(=O)(=O)c1ccc(CCNC(=O)CNC(=O)COc2ccccc2)cc1	5	-5	-2	9	-3	2	-3	-0.1
77	COc1ccccc1-n1c(SCC(=O)Nc2cccc3ccccc23)nc(O)cc1=O	-11	2	0	-22	-7	-1	-9	-0.5
78	CCN1C(=O)[C@H]2[C@H]3CN=C(SCc4ccc(Cl)cc4)N3[C@@](CC)(C(=O)OC)[C@H]2C1=O	-3	-2	-1	10	·	-1	-2	-0.5
79	CCN(C(=O)CSc1nnc(Nc2cccc(C)c2C)s1)C1CCS(=O)(=O)C1 (configuration not stated)	30	1	-5	15	7	0	-4	0.3
